VLA-4 inh – inhibition in a human VLA-4 binding assay. 0.2% of 330,000 active. VLA-4 expressing cells, ligand binding flow cytometry. inhibition, % (about 7 µM as worked out from the volumes in the protocol); in the data active = inhibition above about 50%
LAP4 TOR yeast – yeast TOR pathway LAP4-GFP modulation; S. cerevisiae LAP4-GFP multiplex, flow cytometry GFP, 3 h; median GFP as percent of DMSO wells; GFP response vs DMSO, % at 10 µM; 0.34% of 320,000 active; AID 2023;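 active = GFP response vs DMSO above a set limit, about the screen mean plus 3 SD, cut at about 150% in these data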
CIT2 TOR yeast – alters CIT2-GFP fluorescence in TOR pathway yeast screen; S. cerevisiae CIT2-GFP strain, flow cytometry, 3 h; 100 means same as DMSO wells; GFP response vs DMSO, % at 10 µM; 0.065% of 320,000 active; AID 2029;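 active = GFP response relative to DMSO above a set limit, near the screen mean plus 3 SD, cut at about 150% in these data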;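 also: ratio of well median GFP fluorescence to mean of DMSO wells on the plate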
GRK2 inh – inhibitors of human GRK2 displacing RNA aptamer; 0.59% of 330,000 active; P25098; bead flow cytometry, FAM-aptamer displacement from GRK2; inhibition of aptamer binding, % at 10 µM; AID 488847;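 active = inhibition of aptamer binding above 40%, roughly 3 SD of noise, on plates passing a quality check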;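 also: median bead fluorescence of bound FAM aptamer so fluorescent compounds give negative values; no value below 0 was filed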
Target sequence (P25098 whole entry, looked up): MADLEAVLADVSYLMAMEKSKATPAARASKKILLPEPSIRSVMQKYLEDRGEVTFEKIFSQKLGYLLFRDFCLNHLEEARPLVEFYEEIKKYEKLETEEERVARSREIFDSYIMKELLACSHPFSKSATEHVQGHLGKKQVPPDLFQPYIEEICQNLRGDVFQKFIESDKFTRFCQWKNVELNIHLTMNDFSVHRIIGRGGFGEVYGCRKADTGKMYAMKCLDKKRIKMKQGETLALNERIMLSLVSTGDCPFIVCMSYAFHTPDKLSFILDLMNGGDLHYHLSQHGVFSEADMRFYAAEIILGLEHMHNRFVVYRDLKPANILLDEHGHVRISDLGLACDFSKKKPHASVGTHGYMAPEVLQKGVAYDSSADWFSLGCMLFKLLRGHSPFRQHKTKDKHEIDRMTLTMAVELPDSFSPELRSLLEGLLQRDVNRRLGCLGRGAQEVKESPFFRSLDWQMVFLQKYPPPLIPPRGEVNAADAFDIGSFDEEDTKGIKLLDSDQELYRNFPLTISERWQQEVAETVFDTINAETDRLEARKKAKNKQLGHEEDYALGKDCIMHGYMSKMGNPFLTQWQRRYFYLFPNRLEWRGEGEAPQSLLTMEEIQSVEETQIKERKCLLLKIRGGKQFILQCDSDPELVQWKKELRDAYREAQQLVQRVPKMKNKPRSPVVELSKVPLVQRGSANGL
AGP1 TOR yeast – yeast TOR pathway AGP1-GFP modulation | S. cerevisiae AGP1-GFP multiplex flow cytometry, 3 h; GFP as percent of DMSO wells | 0.02% of 320,000 active | AID 2066 | GFP response vs DMSO, % at 10 µM;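 active = GFP response relative to DMSO above a set limit, near screen average plus 3 SD, cut at about 150% in these data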;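 also: median GFP channel fluorescence of the gated AGP1 strain per well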
MEP2-GFP yeast – modulators of TOR pathway MEP2-GFP in S. cerevisiae; S. cerevisiae MEP2-GFP strain, flow cytometry GFP, 3 h; 100% = DMSO control level; GFP response vs DMSO, % at 10 µM; 0.51% of 330,000 active;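 active = GFP response versus DMSO above a set limit, roughly screen mean plus 3 SD, cut at about 180% in these data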;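 also: median GFP fluorescence of the barcode-gated MEP2-GFP cells per well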
JMJD2C inh – human JMJD2C demethylase inhibition. Q9H3R0. inhibition, % at 2.35 µM. AID 2099. GST-JMJD2C(1-420) H3K9me3 demethylation, DELFIA europium. 0.069% of 330,000 active;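 active = more than half of a compound's replicate wells show inhibition beyond 50%, single wells judged on their own value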;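 also: signal counts dimethyl H3K9 product captured on neutravidin plate; 0% = median of DMSO wells and 100% = 0.3 times that DMSO median; strong numbers were not always called active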
RPL19A-GFP yeast – yeast TOR pathway RPL19A-GFP modulation | percent response vs DMSO, % at 10 µM | 0.3% of 330,000 active | S. cerevisiae RPL19A-GFP strain, flow cytometry, 3 h; stronger effect = lower value;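 active = percent response vs DMSO below 50%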;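 also: median channel GFP fluorescence of the barcoded RPL19A-GFP strain; ratio of sample median GFP to plate DMSO average so 100% = DMSO; lower means less RPL19A-GFP as with rapamycin TOR inhibition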
Active calls of the source: *; i = inactive; / = no result given; & = joins results of further samples. This is a random part of the collection; 1.7% or so of the library scored in one or more.

canonical_smiles,VLA-4 inh,LAP4 TOR yeast,CIT2 TOR yeast,GRK2 inh,AGP1 TOR yeast,MEP2-GFP yeast,JMJD2C inh,RPL19A-GFP yeast
COc1ccc(CNS(=O)(=O)c2c(C(=O)N3CCCCC3)c(C)n(C)c2C)cc1,16,97,106,0,100,102,3,101
COc1ccccc1N1CCN(C(=O)Cc2ccc(Cl)cc2)CC1,0,104,102,1,98,106,-8,99
CC(=O)Nc1ccc(N2C(=O)CC(c3ccccc3)CC2=O)cc1,-9,88,/,1,94,95,22,95
CC(C)NC(=O)c1nc2c(nnn2Cc2cccc(Cl)c2)c(=O)[nH]1,3,92,97,2,100,102,-3,107
O=C1OCCC1Sc1ncnc2sc3c(c12)CCC3 (stereo unspecified),5,106,93,3,96,100,1,98
Cc1ccc(-n2[nH]c3c4c(ccc3c2=O)C(=O)c2ccccc2C4=O)cc1,-3,101,99,0,97,99,-2,101
COc1cccc(CNn2cnnc2)c1OCc1ccccc1F,6,100,105,0,103,98,-7,103
Cc1nc(C(=O)NCc2ccccc2)sc1C1(C)CC(c2cccc([N+](=O)[O-])c2)=NO1 (stereo unspecified),21,97,102,2,96,101,-9,95
COC(=O)CC1=NN(c2nc3ccccc3s2)C(=O)/C1=C/N(C)C,0,103,99,2,99,97,-2,98
Cc1cc(C)c2nc(SC3CCOC3=O)cc(C)c2c1 (stereo unspecified),-8,90,100,0,98,99,0,108

Another view of some results above:
Cc1ccc(-n2[nH]c3c4c(ccc3c2=O)C(=O)c2ccccc2C4=O)cc1
  VLA-4 inh: -3
  LAP4 TOR yeast: 101
  CIT2 TOR yeast: 99
  GRK2 inh: 0
  AGP1 TOR yeast: 97
  MEP2-GFP yeast: 99
  JMJD2C inh: -2
  RPL19A-GFP yeast: 101

COc1cccc(CNn2cnnc2)c1OCc1ccccc1F
  VLA-4 inh: 6
  LAP4 TOR yeast: 100
  CIT2 TOR yeast: 105
  GRK2 inh: 0
  AGP1 TOR yeast: 103
  MEP2-GFP yeast: 98
  JMJD2C inh: -7
  RPL19A-GFP yeast: 103

Cc1nc(C(=O)NCc2ccccc2)sc1C1(C)CC(c2cccc([N+](=O)[O-])c2)=NO1 (stereo unspecified)
  VLA-4 inh: 21
  LAP4 TOR yeast: 97
  CIT2 TOR yeast: 102
  GRK2 inh: 2
  AGP1 TOR yeast: 96
  MEP2-GFP yeast: 101
  JMJD2C inh: -9
  RPL19A-GFP yeast: 95

COC(=O)CC1=NN(c2nc3ccccc3s2)C(=O)/C1=C/N(C)C
  VLA-4 inh: 0
  LAP4 TOR yeast: 103
  CIT2 TOR yeast: 99
  GRK2 inh: 2
  AGP1 TOR yeast: 99
  MEP2-GFP yeast: 97
  JMJD2C inh: -2
  RPL19A-GFP yeast: 98

The list continues:
canonical_smiles,VLA-4 inh,LAP4 TOR yeast,CIT2 TOR yeast,GRK2 inh,AGP1 TOR yeast,MEP2-GFP yeast,JMJD2C inh,RPL19A-GFP yeast
Cc1cc(C)nc(NS(=O)(=O)c2ccc(NC(=O)C3CC(=O)N(c4ccccc4)C3)cc2)n1 (stereo unspecified),-6,93,98,0,96,102,3,99
c1ccc2c(CNn3cnnc3)cccc2c1,1,99,98,5,97,100,-8,102
COCCNS(=O)(=O)c1ccc(-c2ccc(S(=O)(=O)NCCOC)cc2)cc1,-16,111,104,0,109,102,/,103
COc1ccc(N(CC(=O)NCCSCc2cccc(Cl)c2)S(C)(=O)=O)cc1,-2,95,98,2,98,111,2,107
N#Cc1cccc2c1-c1ccccc1/C2=N/NC(N)=O,-3,113,113,1,112,105,3,98
CC(C)N1CCN(Cc2nc3ccccc3s2)CC1CCO (stereo unspecified),20,95,106,0,101,105,27,109
COC(=O)c1ccc(C2C(C(=O)c3ccc(C)o3)=C(O)C(=O)N2c2cc(C)on2)cc1 (stereo unspecified),-4,103,96,0,98,98,4,102
O=C(CN(Cc1ccccc1Cl)S(=O)(=O)c1ccc(Cl)cc1)N/N=C/c1ccc(C(=O)O)cc1,-11,89,99,2,100,107,-15,116
N#CC1=C(SCC(N)=O)NC2=C(C(=O)c3ccccc32)C1c1ccc(Cl)cc1 (stereo unspecified),-8,107,98,0,101,116,11,99
Cc1noc(C)c1COc1cccc(C(=O)Nc2ccc3c(c2)OCO3)c1,-7,104,87,0,99,95,-1,98

A few values from the results shown:
`Cc1cc(C)nc(NS(=O)(=O)c2ccc(NC(=O)C3CC(=O)N(c4ccccc4)C3)cc2)n1` (stereo unspecified) | VLA-4 inh: -6
`O=C(CN(Cc1ccccc1Cl)S(=O)(=O)c1ccc(Cl)cc1)N/N=C/c1ccc(C(=O)O)cc1` | VLA-4 inh: -11

Remaining list, next part:
canonical_smiles,VLA-4 inh,LAP4 TOR yeast,CIT2 TOR yeast,GRK2 inh,AGP1 TOR yeast,MEP2-GFP yeast,JMJD2C inh,RPL19A-GFP yeast
CCCNC(=O)c1ccc2c(c1)nc(C)n2-c1cccc(C)c1,17,89,112,3,94,97,4,100
O=C(CSc1nnc(Cc2ccccc2)n1Cc1ccccc1)NCc1ccco1,8,95,97,2,99,100,-12,100
CCOc1ccc(N(C)S(=O)(=O)c2cc(-c3cc(C)no3)ccc2OC)cc1,3,119,89,2,108,90,-1,94
COC(=O)c1nn(-c2ccc(OC)cc2)c(=O)cc1Sc1ccc(C)cc1,2,100,98,3,99,100,i,95
C/C=C(\C)CN1CCN(c2ccccc2)CC1,4,103,98,0,100,99,-2,94
COc1ccc(CCNc2oc(COc3ccccc3Cl)nc2C#N)cc1OC,9,99,97,1,99,92,-5&13,100
COc1cc(NC(=S)NC(=O)c2ccc(C)cc2C)ccc1NC(=O)c1cccs1,-10,108,96,0,97,101,5,94
Cc1ccc(C(=O)NC(=S)Nc2nc(-c3cccc([N+](=O)[O-])c3)cs2)c(Cl)c1,2,108,109,4,107,99,-2,99
Cc1ccccc1-n1c(=O)c2ccccc2n2nnnc12,7,101,98,0,95,97,11,98
O=c1[nH]c(-c2cccnc2)nc2ccccc12,1,105,96,1,98,96,-7,97

Part of the list above with just CIT2 TOR yeast and JMJD2C inh:
Structure	CIT2 TOR yeast	JMJD2C inh
c1ccc2c(CNn3cnnc3)cccc2c1	98	-8
COCCNS(=O)(=O)c1ccc(-c2ccc(S(=O)(=O)NCCOC)cc2)cc1	104	/
COc1ccc(N(CC(=O)NCCSCc2cccc(Cl)c2)S(C)(=O)=O)cc1	98	2
N#Cc1cccc2c1-c1ccccc1/C2=N/NC(N)=O	113	3

Further compounds:
canonical_smiles,VLA-4 inh,LAP4 TOR yeast,CIT2 TOR yeast,GRK2 inh,AGP1 TOR yeast,MEP2-GFP yeast,JMJD2C inh,RPL19A-GFP yeast
Cc1ccc(NC(=O)CCN2C(=O)c3ccncc3C2=O)cc1,4,116,111,1,108,102,10,115
CC1=C(C(=O)Nc2ccccc2)C(c2ccc(Cl)cc2)n2c(s/c(=C/c3cccc(OCC(=O)O)c3)c2=O)=N1 (stereo unspecified),7,86,/,2,93,95,13,94
O=C(OCC1COc2ccccc2O1)c1ccccc1F (stereo unspecified),29,96,61,0,68,90,1,108
O=C(COC(=O)/C=C/c1cccs1)NC1CCCCC1,1,104,109,0,107,102,10,103
O=C(COc1ccc(S(=O)(=O)N2CCCCC2)cc1Cl)N1CCCC1,3,101,101,2,101,101,-6,101
Cc1c(C(=O)N2CCOCC2)cc(C(C)(C)C)n1-c1ccccc1,-9,110,98,2,106,101,7,99
COc1ccc(/C=N/NC(=O)c2cc(-c3ccccc3OC(C)C)nc3ccccc23)cc1CN1CCOCC1,3,96,103,0,97,106,1,99
COc1ccc(CN2CCN(Cc3c[nH]c4ccccc34)CC2CCO)cc1C (stereo unspecified),11,98,99,0,103,104,-3,103
Cc1cc(Cl)ccc1NC(=S)NCCc1ccc(Cl)cc1,-7,90,103,0,101,106,18,99
N#Cc1ccc(COC(=O)CCc2c[nH]c3ccccc23)cc1,14,101,82,0,83,101,8,98

canonical_smiles,VLA-4 inh,LAP4 TOR yeast,CIT2 TOR yeast,GRK2 inh,AGP1 TOR yeast,MEP2-GFP yeast,JMJD2C inh,RPL19A-GFP yeast
Cc1ccc2nc(-c3ccc(NC(=S)NC(=O)CC(C)C)cc3)sc2c1,1,99,117,0,102,99,4,101
CN(C)/N=C/C=C1\CCC/C(=C/c2cccs2)C1=O,6,109,94,0,100,96,0,99
NC(=O)CC(NC(=O)Cc1cccc2ccccc12)c1ccc(NCCN2CCCCC2)c([N+](=O)[O-])c1 (stereo unspecified),0,100,105,0,108,104,3,103
COc1ccc2cc(S(=O)(=O)Nc3ccccn3)ccc2c1,-7,94,96,0,96,99,5,97
O=C(Nc1ccc([N+](=O)[O-])cc1)C(Cc1ccccc1)N1C(=O)c2cccc3cccc(c23)C1=O (stereo unspecified),-9,102,107,4,105,101,8,100
CCSc1nc2c(c(=O)[nH]1)C(c1ccncc1)C(C(=O)OC(C)C)=C(C)N2 (stereo unspecified),33,95,91,7,97,97,0,94
CCCC(=O)Nc1ccc(NC(=O)CCc2ccccc2)cn1,1,100,104,0,109,100,19,104
O=C(NCCCc1ccccc1)C(=O)c1c[nH]c2ccccc12,15,104,93,0,99,95,8,98
CCN(Cc1ccccc1)S(=O)(=O)c1ccc(C(=O)N(CCCN(C)C)c2nc3cc(OC)ccc3s2)cc1,13,95,103,0,110,102,58,100
Cn1ncc(Cl)c1C(=O)NCc1ccc2c(c1)OCO2,-5,99,94,1,104,106,4,106

canonical_smiles,VLA-4 inh,LAP4 TOR yeast,CIT2 TOR yeast,GRK2 inh,AGP1 TOR yeast,MEP2-GFP yeast,JMJD2C inh,RPL19A-GFP yeast
CCC(C)Nc1nc(N)c([N+](=O)[O-])c(N2CCCCCC2)n1 (stereo unspecified),34,109,98,13,100,98,-27,97
CC1CCC(C(C)C)C(OCC(O)CN2CCOCC2)C1 (stereo unspecified),3,100,107,0,101,100,3,101
Cc1cccc(C(=O)O/N=C(\N)CS(=O)(=O)c2ccccc2)c1,-9,92,105,0,99,96,-7,102
Cc1ccnn1CC(=O)N/N=C/c1ccc2c(c1)OCO2,7,101,104,0,105,110,1,105
COc1cc2c(cc1OC)C(c1cccs1)N(C(=O)c1ccc(S(=O)(=O)N(C)C)cc1)CC2 (stereo unspecified),-4,102,103,0,101,100,3,98

Screening data as filed in PubChem BioAssay.
